RBBP9 inhibitor: human RBBP9 hydrolase inhibition; O75884; recombinant RBBP9, FP-Rh probe fluorescence polarization; inhibition, % at 7.94 µM; 220,000 tested, 0.2% active;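 active = inhibition above the campaign mean of all tested compounds plus 3 SD, cut at about 14% in these data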;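 note: plate controls were DMSO wells with RBBP9 for no effect and wells lacking RBBP9 protein for full effect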
Target sequence (O75884 whole entry, looked up): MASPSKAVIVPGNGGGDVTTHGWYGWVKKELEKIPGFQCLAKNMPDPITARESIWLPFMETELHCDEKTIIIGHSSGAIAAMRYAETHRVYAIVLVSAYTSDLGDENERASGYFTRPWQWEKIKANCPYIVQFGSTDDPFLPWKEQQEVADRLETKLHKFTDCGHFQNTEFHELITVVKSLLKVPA
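Controls: DMSO-treated enzyme wells and wells lacking RBBP9 | Material: RBBP9 protein | Technique: Fluorescence polarization | Replication: Single well per compound, no replicates | Buffer or medium: Tris-NaCl-Pluronic buffer, pH 8.0 | Timing: 30 min compound preincubation, 45 min probe labeling, 25 °C | Read-out basis: Percent inhibition from mP, scaled between DMSO and no-protein wells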
Wee1 stabilizer: inhibitors of human Wee1 degradation. 220,000 tested, 1.2% active. reporter increase, % at 5 µM. HeLa Luc-Wee1K328M stability, luciferase luminescence; 100% = proteasome inhibitor MG132 effect. P30291;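 active = activation above the mean of all tested compounds plus 3 SD, set per screening run, cut at about 8.8% in these data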;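 note: cells exposed to compound for 20 h before luminescence read; 0% = DMSO alone and 100% = MG132 at 30 µM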
Target sequence (P30291 whole entry K328M): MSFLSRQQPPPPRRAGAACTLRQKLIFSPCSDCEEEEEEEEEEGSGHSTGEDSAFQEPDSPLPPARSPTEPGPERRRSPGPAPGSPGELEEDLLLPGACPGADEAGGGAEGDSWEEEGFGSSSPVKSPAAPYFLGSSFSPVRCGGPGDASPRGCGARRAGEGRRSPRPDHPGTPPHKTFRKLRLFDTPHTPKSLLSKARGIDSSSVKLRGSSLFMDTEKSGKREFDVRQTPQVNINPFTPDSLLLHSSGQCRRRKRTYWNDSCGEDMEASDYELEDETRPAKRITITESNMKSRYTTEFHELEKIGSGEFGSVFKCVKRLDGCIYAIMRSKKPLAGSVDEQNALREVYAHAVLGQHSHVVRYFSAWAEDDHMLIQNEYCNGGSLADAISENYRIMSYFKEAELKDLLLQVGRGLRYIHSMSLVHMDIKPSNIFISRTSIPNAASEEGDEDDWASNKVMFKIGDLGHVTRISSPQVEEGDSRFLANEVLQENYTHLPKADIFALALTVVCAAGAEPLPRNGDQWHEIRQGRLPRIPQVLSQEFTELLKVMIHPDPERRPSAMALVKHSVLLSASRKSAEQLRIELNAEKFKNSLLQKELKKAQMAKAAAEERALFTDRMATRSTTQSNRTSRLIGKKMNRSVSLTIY
CHOP inhibitor: blocks CHOP induction under ER stress; CHO-K1 CHOP-promoter luciferase, tunicamycin-induced, 15-18 h; inhibition, % at 10 µM; 220,000 tested, 3.8% active; AID 2732;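 active = compounds that reduced the stress-induced luciferase reporter signal by more than about 70% of percent inhibition, limit read from the data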;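 note: 0% = tunicamycin plus vehicle and 100% = wells without tunicamycin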
TRPML3 agonist: human mucolipin-3 channel agonism | Q8TDD5 | HEK293 TRPML3-YFP, Fluo-8 calcium fluorescence; 100% = the carbachol control signal | activation, % at 3 µM | 220,000 tested, 0.29% active | AID 1448;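 active = activation above its plate's cutoff, the mean activation of the plate's test wells plus 3 SD, cut at about 12% in these data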;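 note: 0% = DMSO only wells and 100% = carbachol wells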
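Test system – HEK293 line with stable expression of human TRPML3-YFP channel · Control set – carbachol 87 µM final as high control (100%), DMSO as low control (0%) · Signal – Fluo-8 calcium dye fluorescence, ex 470-495, em 515-575 nm · Incubation – 1-h 37 °C dye load, 5-s basal, 120-s post-compound reads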
Ba/F3 V617F tox: loss of viability in JAK2V617F-driven Ba/F3 cells. 220,000 tested, 1.1% active. AID 1446. Ba/F3 EpoR-JAK2V617F viability, ATP luminescence. inhibition, % at 5.6 µM;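 active = inhibition above the campaign mean plus 3 SD over all tested compounds, cut at about 24% in these data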;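 note: cytokine-independent growth of Ba/F3 cells driven by EpoR plus mutant JAK2; 0% = DMSO-treated cells and 100% = JAK inhibitor I control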
BaF3 tox: parental Ba/F3 viability inhibition as JAK2V617F counter-screen; CellTiter-Glo ATP luminescence; AID 1486; 220,000 tested, 1.1% active; inhibition, % at 5.6 µM;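 active = inhibition above a per-campaign cutoff, the mean inhibition of all tested compounds plus 3 SD, cut at about 27% in these data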;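 note: 0% = DMSO wells and 100% = JAK Inhibitor I control wells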
TRPN1 ag: zebrafish TRPN1 (NompC) channel agonism | HEK293 zebrafish TRPN1-YFP, Fluo-8 calcium fluorescence; 100% = response to 87 µM carbachol | activation, % at 3 µM | 220,000 tested, 0.18% active;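 active = activation above its plate's cutoff, the mean activation of test wells on that plate plus 3 SD, cut at about 19% in these data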;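 note: 0% = DMSO alone and 100% = 87 µM carbachol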
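Assay system: Zebrafish TRPN1-YFP in HEK293 cells | Incubation: Dye loading 1 h at 37 °C, then 30 min room temperature | Measured by: Kinetic Fluo-8 fluorescence, ex 470-495, em 515-575 nm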
PPC-1+TRAIL kill: PPC-1 cancer cell killing with TRAIL present | cell killing (% activity), % at 4 µM | AID 1443 | 220,000 tested, 0.41% active | PPC-1 cells + TRAIL, ATPLite viability luminescence;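 active = cell killing above 50% in the first pass at 4 µM, then a duplicate retest at 5 µM averaging 50% or more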;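 note: plate controls were cells with TRAIL plus DMSO for no effect and medium-only wells lacking cells for full effect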
TNF necrop inh: inhibitors of TNF-alpha induced necroptosis in Jurkat FADD-/- cells; Jurkat FADD-/- TNF necroptosis rescue, ATP luminescence, 24 h; 0 = TNF only, 100 = no-TNF cells; activation (protection from cell death), % at 10 µM; 220,000 tested, 0.068% active; AID 463075;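 active = activation, meaning protection from cell death, of at least 50% relative to plate controls; inactive = activation below 50%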;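 note: necroptosis triggered by 40 ng/mL TNF-alpha added together with compound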
Starred values were filed as active, the others as inactive; . = not tested or not shown; [ ] = dose if it differs, or a comment. Outcome played no part in choosing rows; overall some 6.8% were active at least once.

Every second line gives: RBBP9 inhibitor	Wee1 stabilizer	CHOP inhibitor	TRPML3 agonist	Ba/F3 V617F tox	BaF3 tox	TRPN1 ag	PPC-1+TRAIL kill	TNF necrop inh
- O=C(CCCCCn1c(=S)[nH]c2ccccc2c1=O)NCc1ccc2c(c1)OCO2
 : -4	-4	25	0.8	0	3	-0.2	4	-1.8
- Cc1nn(-c2ccc(F)cc2)c(Cl)c1/C=C(\CC(=O)O)c1nc2ccccc2s1
 : 0	-2	-5	0.0	-2	-1	-0.6	15	-0.5
- Cc1ccccc1C(=O)/C=C1/c2ccccc2CC(C)(C)N1C
 : -8	2	22	-0.9	3	3	0.5	20	-3.3
- O=C(Nc1cccnc1)c1cnn2c(C(F)F)cc(C3CC3)nc12
 : -2	2	33	0.8	-1	2	-0.3	24	-13
- CC(=O)N/C(=C\c1ccc(F)cc1)C(=O)NC(C(=O)O)C(C)C (configuration not stated)
 : -5	-2	4	0.5	3	1	1.5	-7	-0.2
- Cc1cc(C)cc(-n2c(C)cc(C(=O)CSc3nnnn3C)c2C)c1
 : -8	2	39	-0.8	4	6	-3.8	4	-1.9
- O=C1CSC(c2ccccc2)N1c1nc(-c2ccc(Cl)cc2Cl)cs1 (configuration not stated)
 : -4	-1	29	0.4	-2	2	0.7	28	0.9
- Cc1ccc(S(=O)(=O)NCCOCCNS(=O)(=O)c2ccc(C)cc2)cc1
 : -7	1	17	-1.0	-1	0	-1.5	19	30
- Cc1cc(N=Nc2ccc(Cl)cc2)cc(CN2CCOCC2)c1O
 : -8	2	27	-0.2	6	7	0.2	14	0.2
- COc1ccc(/C(=N\O)c2ncc(C(F)(F)F)cc2Cl)cc1
 : -1	-1	-8	0.4	3	2	-0.8	-18	0.7
- Cc1cc(C)c(NC(=O)/C(=C/c2ccco2)c2ccccc2)c(C)c1
 : -3	5	9	-0.6	-3	3	-0.9	-7	-0.2
- CCOc1ccc2ccccc2c1C(=O)N[C@@H]1C(=O)N2[C@@H]1SC(C)(C)[C@@H]2C(=O)O
 : -2	-1	9	0.9	-3	-2	-0.1	-6	.
- COC(=O)c1ccccc1NC(=O)/C=N/O
 : 4	3	19	1.0	-3	4	-1.1	32	-1.5
- Cn1nnnc1SCc1nc2ccccc2s1
 : -6	7	-28	0.9	5	7	1.6	-8	10
- CSc1nc2ccc(S(=O)(=O)N3CCCC3)cc2s1
 : 0	-3	2	0.9	-4	1	-1.6	-3	-0.1
- O=C(CSc1nnc(Cc2cccs2)n1C1CCCCC1)N1CCCc2ccccc21
 : -8	-1	41	-0.3	3	3	-1.1	2[5 µM]	-2.6
- Cc1cc(C(=O)COC(=O)c2ccc(O)cc2)c(C)n1CC1CCCO1 (configuration not stated)
 : -5	1	11	0.6	0	1	1.3	22	-0.8
- COC(=O)c1ccc(-n2ccnc2)cc1
 : 0	-1	21	0.0	2	8	0.5	18	-0.7
- O=C(NCc1cccs1)C(Cc1ccccc1)n1cccc1 (configuration not stated)
 : -7	-1	28	-0.3	2	5	0.7	-10	0.4
- CCn1c(SCC(=O)OCC(=O)N2c3ccccc3NC(=O)C2(C)C)nnc1-c1ccco1
 : -5	0	29	-0.2	1	3	-0.3	8	-0.1
- Cc1ccc(NC(=S)NCC2CCCO2)cc1 (configuration not stated)
 : 1	-1	-17	0.4	-2	2	-1.1	5	-1.2
- COc1cc(C(=O)N2CCC(NC(=O)C(Cc3ccc(C(C)C)cc3)NC(C)=O)CC2)cc(OC)c1OC (configuration not stated)
 : 0	-2	0	-0.5	-3	10	1.1	2	0.5
- N#Cc1cc2c(=O)n3ccccc3nc2n(-c2ccc(Cl)cc2)c1=O
 : -3	3	10	0.5	2	-2	-0.6	21	-0.3
- COC(=O)CSc1nnc(CNC(=O)Cc2ccccc2)n1C
 : -7	-3	19	0.4	-2	1	0.2	21	-1.5
- Nc1nnc(C(=O)c2ccccc2N)s1
 : -3	-2	.	0.9	-3	2	-0.2	.	-3.1
- S=C(NNc1ccc2ccccc2c1)NC1CCCCC1
 : -6	1	81*	0.7	4	8	0.0	34	2.2
- CCOC(=O)N1CCN(c2nc(-c3ccc(F)cc3)cs2)CC1
 : -5	0	78*	-1.2	-4	1	0.2	-20	-0.7
- C/C(=N\NC(=O)Cc1csc(N2CCOCC2)n1)c1ccc(Cl)c(Cl)c1
 : 2	-3	41	1.1	0	5	-1.2	12	0.2
- CC1(C)Oc2ccc3ccc(=O)oc3c2/C(=C/Nc2cccc(O)c2)C1=O
 : -9	1	106*	0.0	-3	2	-0.4	16	0.5
- CCOC(=O)c1cc(-c2ccc(C)cc2)n(CCC(=O)NCCN(C)C)c1C
 : -5	1	54	1.4	-2	5	2.4	9	-1.0

(continued)
Every second line gives: RBBP9 inhibitor	Wee1 stabilizer	CHOP inhibitor	TRPML3 agonist	Ba/F3 V617F tox	BaF3 tox	TRPN1 ag	PPC-1+TRAIL kill	TNF necrop inh
- Cc1ccc(NC(=O)N(CCCN2CCOCC2)Cc2cccnc2)cc1C
 : -7	-2	22	0.0	-5	1	2.5	-13	0.7
- CC1(C)CC(NC(=O)Nc2ccc([N+](=O)[O-])cc2)CC(C)(C)N1
 : -4	2	-27	0.8	-3	1	0.3	0	1.2
- CCCCN(CCCC)C(=O)CSc1nnc(-c2cc(OC)c(OC)c(OC)c2)o1
 : -2	-2	40	0.5	3	5	0.7	16	-7.3
- CCOC(=O)c1c(/N=C/C2=C(O)CC(C)(C)CC2=O)sc(C(C)=O)c1C
 : 7	1	51	1.1	0	2	-1.4	7	-3.8
- COc1cnc(-c2ccccc2)nc1Sc1ccccc1
 : -3	-2	68	0.3	1	10	-1.5	5	0.6
- Oc1oc(-c2ccccc2Br)nc1C=Nc1ccc(Br)cn1
 : -4	0	50	0.7	0	9	0.4	0	1.5
- Cc1cc(NC(=O)CCC(=O)N(c2ccc(F)cc2)C(C(=O)NC2CCCC2)c2ccncc2)no1 (configuration not stated)
 : -4	-2	20	-0.4	-2	-1	-0.2	22	1.1
- Cn1c(Cl)c(C(=O)Nc2ccccc2)c2ccccc21
 : 1	0	-7	0.4	-2	1	2.2	9	-2.9
- C=C1N(CCCCCC(=O)O)C(=O)OC12CCCCC2
 : -11	2	-11	0.2	-2	1	1.2	-12	1.5
- Cc1n[nH]c(C)c1CNCc1c(C(=O)N2CCCCCCC2)nc2ccc(Cl)cn12
 : 1	1	5	-0.3	-1	-2	0.3	3	2.7
- O=C(CCCN1C(=O)c2ccccc2C1=O)N1CCc2ccccc2C1
 : -8	-1	-10	-0.6	0	-1	2.4	-2	-0.5
- CCC(C)(C)NC(=O)Cc1ccc(F)cc1
 : 0	0	-7	0.9	6	9	1.1	-6	13
- Cc1ccc(SCC2(O)CCN(C(=O)c3ccc(Cl)cc3)CC2)cc1
 : -8	5	82*	1.0	-2	5	-0.1	4	-2.3
- COC(=O)c1ccc(-n2nnnc2SCC(=O)NCc2cccc(C(=O)O)c2)cc1
 : 6	1	0	0.4	-4	3	-0.2	25	0.8
- c1coc(-c2nc3nc4ccccc4nc3n2CC2CCCO2)c1 (configuration not stated)
 : -2	3	18	1.8	5	13	3.5	3	-3.8
- Cn1c(=O)cc(N2CCc3ccccc32)[nH]c1=O
 : 1	-1	-32	0.3	-3	5	1.1	3	-0.6
- CC1(C)Cc2ccccc2-c2nnc(-c3cccc(O)c3)n21
 : -1	2	41	-0.1	-4	6	0.8	-2	-1.8
- COc1ccccc1CCNS(=O)(=O)c1ccc(C(=O)O)n1C
 : 2	2	0	0.7	-1	-2	-0.3	4	1.3
- CN1OC(Cn2cc(C#N)c(=O)n(C)c2=O)CC1c1ccccc1 (configuration not stated)
 : -8	-2	7	0.5	0	2	0.5	12	-0.7
- CN(C)S(=O)(=O)c1cccc(NC(=O)Cc2ccc(Cl)cc2)c1
 : -12	0	59	2.0	-1	1	3.9	18	3.0
- Cc1ccc(S(=O)(=O)N2CCN(S(=O)(=O)c3ccc(C)cc3)C2c2ccccc2)cc1
 : -6	-2	-3	0.7	2	10	0.6	11	-1.6
- O=c1oc2ccccc2nc1/C=C(O)/C=C\c1ccccc1
 : -6	1	22	-0.2	5	5	2.1	13	9.7
- O=S(=O)(NCc1ccccn1)c1ccccc1
 : 2	-1	18	0.9	-5	4	0.8	5	1.2
- O=C(NCc1ccc(Cl)cc1)NCc1ccc(Cl)cc1
 : 1	-1	-5	1.4	-1	6	1.2	25	0.8
- CCn1c(=S)sc2c(=O)n(-c3ccccc3)c(SC)nc21
 : -4	-3	43	-0.4	-1	4	0.7	3	-1.8
- Cc1ccccc1NC(=O)C1Cc2ccccc2C(=O)O1 (configuration not stated)
 : -6	0	13	0.8	-1	4	1.7	17	-0.9
- CCN(CC)c1ccc(C=Nc2ccc(N(C)C)cc2)c(O)c1
 : 5	1	31	0.1	2	9	0.3	-1	1.0
- COc1ccc2oc(C(=O)OCC(=O)/C(C#N)=C(\C)N)c(C)c2c1
 : 1	-2	29	0.1	2	3	-1.1	11	-1.6
- CC1=C(C)C(=O)N(c2ccccn2)C1=O
 : -3	0	13	1.8	1	1	1.6	7	0.8
- OCCN1CCN(CC(O)COCc2ccc3c(c2)OCO3)CC1 (configuration not stated)
 : -9	-3	17	0.6	0	3	0.3	-5	-0.9

Additional entries follow.
Every second line gives: RBBP9 inhibitor	Wee1 stabilizer	CHOP inhibitor	TRPML3 agonist	Ba/F3 V617F tox	BaF3 tox	TRPN1 ag	PPC-1+TRAIL kill	TNF necrop inh
- C/C(=N\NC(=O)CSCc1ccc(Cl)cc1)c1ccc2c(c1)OCCO2
 : 2	-2	24	-0.3	2	1	0.9	8	0.2
- C=CCn1c(SCCC)nc2sc3c(c2c1=O)CCc1ccccc1-3
 : -10	0	-2	0.2	1	8	1.4	13	-0.7
- Cc1cc(C)c(-c2cc(C(F)(F)F)no2)c(=O)[nH]1
 : -6	1	12	-0.5	-2	8	1.6	25	-0.8
- NC(=O)c1nc(N2CCOCC2)nc(N2CCOCC2)n1
 : -11	-2	-3	0.0	2	7	1.3	48	-2.4
- CCOC(=O)N1CCC(NC(=O)c2cc(S(=O)(=O)N3CCCC3)cn2C)CC1
 : -2	7	17	-0.7	-3	5	0.4	14	2.3
- CC(C)c1ccc(NC(=O)c2cc3c(=O)n(C)c4ccccc4c3n2C)cc1
 : -12	0	-6	0.5	-2	-2	-0.1	10	-6.9
- CS(=O)(=O)c1ccc(C(=O)OCC(=O)NC2CCS(=O)(=O)C2)cc1[N+](=O)[O-] (configuration not stated)
 : -3	-1	13	0.1	4	7	-0.1	1	1.2
- CCOc1ccc(-c2cc(NC(=O)Cn3ncc4c3-c3ccccc3OC4)on2)cc1OCC
 : -10	1	100*	0.3	-2	2	0.0	19	0.4
- COCc1cc(=O)[nH]c(Nc2nc(C)c3ccccc3n2)n1
 : -4	1	15	0.7	1	6	-0.9	23	-2.9

Screening data deposited in PubChem BioAssay by several laboratories.
